# High-throughput results as filed in PubChem BioAssay.
# SRC1 inh – inhibits human SRC1 coactivator; Q15788; HEK293 GAL4-SRC1 luciferase reporter, luminescence; inhibition, % at 3.6 µM; 360,000 tested, 0.12% active; AID 588354;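 active means inhibition above the campaign mean plus 3 SD, with each screening campaign given its own cutoff, cut at about 60% in these data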;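 further: 0% = DMSO treated cells and 100% = gossypol at 36 µM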
# NR5A2 inv ag – suppresses constitutive activity of human LRH-1. HEK293T StAR-luciferase reporter, LRH-1 transfected, 24 h. 360,000 tested, 0.13% active. inhibition, % at 3.6 µM. AID 602396. O00482;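 active means inhibition above the mean inhibition of all tested compounds plus 3 SD, cut at about 73% in these data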;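 further: 0% = DMSO wells and 100% = reporter-only cells lacking LRH-1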
# EBV LMP1 NFkB – inhibitors of Epstein-Barr LMP1-induced NF-kappaB reporter. 350,000 tested, 0.69% active. inhibition, % at 12.5 µM. LMP1-induced NF-kappaB luciferase reporter cells, luminescence; in the data active means inhibition above about 41%;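 further: 0% = neutral control wells and 100% = reference inhibitor control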
# MC4R antagonist – antagonists of human melanocortin 4 receptor (MC4R) | P32245 | MC4R-expressing cells, MTII-stimulated cAMP, LANCE TR-FRET | inhibition, % at 6.5 µM | 360,000 tested, 0.48% active | AID 540295;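 active means inhibition above its plate's cutoff, the mean of tested wells on that plate plus 3 SD, cut at about 29% in these data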;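 further: 0% = Melanotan II alone and 100% = Melanotan II plus saturating MCL0020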
#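 Assay system: U2OS cells stably expressing human melanocortin 4 receptor (MC4R) / Dosing: 6.5 µM / Timing: compound 30 min, challenge 1 h, detection 1 h / Measured by: Eu-cAMP/anti-cAMP TR-FRET, emission 671 nm / Replicates: singlicate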
# ABHD5-PLIN5 inh – ABHD5-PLIN5 protein interaction inhibition | Q00G26+Q8WTS1 | Split G. princeps luciferase complementation, luminescence, 4 h | inhibition, % at 4 µM | 360,000 tested, 0.78% active;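 active means inhibition above the mean inhibition across every tested compound plus 3 SD, cut at about 22% in these data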;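 further: 0% = DMSO only wells and the 100% control is not disclosed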
# Target sequence (Q00G26 whole entry, looked up): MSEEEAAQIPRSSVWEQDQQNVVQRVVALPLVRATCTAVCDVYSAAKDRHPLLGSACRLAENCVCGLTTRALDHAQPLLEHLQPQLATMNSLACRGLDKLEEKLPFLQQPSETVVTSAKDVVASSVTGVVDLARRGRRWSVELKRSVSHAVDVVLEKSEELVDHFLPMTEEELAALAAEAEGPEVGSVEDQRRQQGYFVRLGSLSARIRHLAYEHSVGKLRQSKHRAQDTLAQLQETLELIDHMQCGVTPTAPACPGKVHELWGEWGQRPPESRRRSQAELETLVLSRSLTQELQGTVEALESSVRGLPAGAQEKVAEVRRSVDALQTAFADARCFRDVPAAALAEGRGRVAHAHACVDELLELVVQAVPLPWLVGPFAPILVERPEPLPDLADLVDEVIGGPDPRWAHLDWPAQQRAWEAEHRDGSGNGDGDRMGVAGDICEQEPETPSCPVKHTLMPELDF
# Target sequence (Q8WTS1 whole entry, looked up): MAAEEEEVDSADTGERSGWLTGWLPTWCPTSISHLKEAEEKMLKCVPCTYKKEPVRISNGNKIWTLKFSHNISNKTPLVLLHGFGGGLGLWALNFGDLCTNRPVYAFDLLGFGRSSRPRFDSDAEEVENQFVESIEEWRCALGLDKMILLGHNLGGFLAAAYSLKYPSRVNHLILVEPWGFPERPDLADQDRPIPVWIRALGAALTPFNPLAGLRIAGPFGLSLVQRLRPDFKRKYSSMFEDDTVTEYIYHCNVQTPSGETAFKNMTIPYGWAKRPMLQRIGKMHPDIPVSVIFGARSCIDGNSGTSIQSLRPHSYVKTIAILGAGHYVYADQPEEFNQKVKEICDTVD
# SRC2 inh – human SRC2 (NCOA2) inhibition | 370,000 tested, 0.17% active | inhibition, % at 9 µM | HEK293 GAL4-SRC2 luciferase reporter, luminescence | Q15596;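 active means inhibition above the mean inhibition of all tested compounds plus 3 SD, set per campaign, cut at about 52% in these data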;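 further: 0% = DMSO treated cells and 100% = cells given Gossypol at 36 µM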
# MC4R barr agon – human MC4R agonism via beta-arrestin; P32245; U2OS MC4R beta-arrestin complementation, luminescence; percent of melanotan II response, DMSO zero; activation, % at 8.9 µM; 360,000 tested, 0.98% active; AID 540308;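 active means activation above a per-plate cutoff, the mean activation of sample wells on that plate plus 3 SD, cut at about 8% in these data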
# COUP-TFII inh – NR2F2 (human) inhibition, primary screen. P24468. HEK293T NGFI-A luciferase reporter, luminescence. inhibition, % at 8.6 µM. 370,000 tested, 0.7% active. AID 686940;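 active means inhibition above a per-plate cutoff, mean inhibition of test wells between control levels plus 3 SD, cut at about 38% in these data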;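 further: cells cotransfected with COUP-TFII expression vector driving the NGFI-A reporter; 0% = median of COUP-TF2 test wells and 100% = reporter-only cells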
# SRC3 inh – human NCOA3 inhibition; Q9Y6Q9; 360,000 tested, 0.17% active; inhibition, % at 3.6 µM; AID 588352; HEK293 GAL4-SRC3 luciferase reporter, luminescence;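 active means inhibition above a per-campaign cutoff, the mean of all compounds plus 3 SD, cut at about 60% in these data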;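 further: 0% = DMSO-treated cells and 100% = gossypol-treated cells at 36 µM; higher means less SRC3-driven luciferase light from the GAL4 reporter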
# NOD2-RIPK2 inh – blocks binding of human NOD2 to RIPK2; O43353; CHO BLA complementation NOD2-RIPK2, CCF4 ratio; inhibition, % at 4.98 µM; 360,000 tested, 0.38% active; in the data active means inhibition above about 21%;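 further: 0% = vehicle only and 100% = reference blocker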
# TLR9-MyD88 block – blocks human TLR9 binding to MyD88; Q9NR96+Q99836; CHO BLA complementation TLR9-MyD88, CCF4 FRET ratio; inhibition, % at 4.98 µM; 340,000 tested, 0.21% active; AID 504734;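 active means inhibition above the mean over all tested compounds plus 3 SD, cut at about 21% in these data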;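 further: 0% = DMSO only wells and 100% = clavulanate BLA inhibitor control wells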
# * hit, by the source's call; · = not tested or not shown. Only part of the results is shown; count on the stated rates, not on these rows.
No.	molecule	SRC1 inh	NR5A2 inv ag	EBV LMP1 NFkB	MC4R antagonist	ABHD5-PLIN5 inh	SRC2 inh	MC4R barr agon	COUP-TFII inh	SRC3 inh	NOD2-RIPK2 inh	TLR9-MyD88 block
1	CSc1ccccc1OCc1cc(C(=O)NCCn2ccnc2C)no1	11	10	3	19	5	-13	1.8	2	7	0	2
2	Cc1ccc(/C=C/C(=O)Nc2ccccc2C(N)=O)cc1	-88	-115	7	2	2	-37	-0.4	-47	-70	-7	10
3	NS(=O)(=O)c1ccc(NC(=O)COC(=O)C2(c3ccc(F)cc3)CCCC2)cc1	-4	-16	15	5	-6	16	-0.2	22	18	-16	1
4	CCCOc1ccccc1/C=N/NC(=O)C1CC1	-8	-15	8	11	-10	-2	-3.7	2	7	-1	-2
5	Cn1nnc2cc(C(=O)Nc3ccccc3F)ccc21	-41	-43	-7	3	-1	-27	-1.6	-18	-19	-9	4
6	CN(C)C1=NCCN1CCCC1CCCCC1	8	-4	-8	4	-4	16	-1.6	-3	-4	2	0
7	Cc1ccc(-c2cc(C(=O)NCc3ccccn3)c3ccccc3n2)cc1	-1	-8	-6	-2	12	-6	1.3	-18	5	-16	0
8	CC(=O)c1ccc(NS(=O)(=O)c2ccc3ccccc3c2)cc1	-2	-21	-5	11	0	-7	-2.6	-16	-2	-9	-1
9	CNCCCC1Sc2ccccc2Oc2ccccc21 (stereo not given)	-16	-12	-2	0	6	3	0.0	-9	0	0	-2
10	Fc1ccc(CO/N=C/C2=C(Cl)c3ccccc3CC2)cc1	1	-1	-10	10	-4	7	-1.8	-12	-1	-1	9
11	CCOc1ccc(Cc2n[nH]c(=S)n2N)cc1	-9	21	3	-2	-1	-10	-1.9	-7	28	8	2
12	N#Cc1ccccc1Cn1cc(/C=C/[N+](=O)[O-])c2ccccc21	-9	13	24	3	69*	3	-1.3	-1	23	42*	7
13	O=C1Nc2cc(C(=O)N3CCOCC3)ccc2S/C1=C/c1ccccc1F	20	0	-26	9	0	4	-0.2	2	7	-7	-3
14	CCC(CC)C(=O)NCc1ccccc1Cl	0	4	-1	4	1	-17	-1.9	-1	13	-4	-6
15	Cn1c(=NC(=O)CS(=O)(=O)c2ccccc2)sc2cc([N+](=O)[O-])ccc21	5	-6	-1	0	-4	6	-1.8	2	6	-7	-2
16	COCCNC(=O)c1cccc(NS(=O)(=O)c2cccc3cccnc23)c1	-3	14	-4	-4	4	-23	-1.5	3	-1	0	6

# Some of these compounds in order of number of heavy atoms, largest number first.
No.	molecule	SRC1 inh	NR5A2 inv ag	EBV LMP1 NFkB	MC4R antagonist	ABHD5-PLIN5 inh	SRC2 inh	MC4R barr agon	COUP-TFII inh	SRC3 inh	NOD2-RIPK2 inh	TLR9-MyD88 block
3	NS(=O)(=O)c1ccc(NC(=O)COC(=O)C2(c3ccc(F)cc3)CCCC2)cc1	-4	-16	15	5	-6	16	-0.2	22	18	-16	1
16	COCCNC(=O)c1cccc(NS(=O)(=O)c2cccc3cccnc23)c1	-3	14	-4	-4	4	-23	-1.5	3	-1	0	6
15	Cn1c(=NC(=O)CS(=O)(=O)c2ccccc2)sc2cc([N+](=O)[O-])ccc21	5	-6	-1	0	-4	6	-1.8	2	6	-7	-2
12	N#Cc1ccccc1Cn1cc(/C=C/[N+](=O)[O-])c2ccccc21	-9	13	24	3	69*	3	-1.3	-1	23	42*	7
10	Fc1ccc(CO/N=C/C2=C(Cl)c3ccccc3CC2)cc1	1	-1	-10	10	-4	7	-1.8	-12	-1	-1	9
2	Cc1ccc(/C=C/C(=O)Nc2ccccc2C(N)=O)cc1	-88	-115	7	2	2	-37	-0.4	-47	-70	-7	10
5	Cn1nnc2cc(C(=O)Nc3ccccc3F)ccc21	-41	-43	-7	3	-1	-27	-1.6	-18	-19	-9	4
4	CCCOc1ccccc1/C=N/NC(=O)C1CC1	-8	-15	8	11	-10	-2	-3.7	2	7	-1	-2
6	CN(C)C1=NCCN1CCCC1CCCCC1	8	-4	-8	4	-4	16	-1.6	-3	-4	2	0
14	CCC(CC)C(=O)NCc1ccccc1Cl	0	4	-1	4	1	-17	-1.9	-1	13	-4	-6

# Remaining list, next part
No.	molecule	SRC1 inh	NR5A2 inv ag	EBV LMP1 NFkB	MC4R antagonist	ABHD5-PLIN5 inh	SRC2 inh	MC4R barr agon	COUP-TFII inh	SRC3 inh	NOD2-RIPK2 inh	TLR9-MyD88 block
17	COc1cccc(N2CCN(CC(=O)NC(=O)NCc3ccco3)CC2)c1	-3	14	-6	-6	1	4	6.1	-2	13	-9	4
18	O=C(NCCN1CCN(C(=O)NC2CCCCC2)CC1)NC1CCCCC1	15	-9	0	5	4	-18	-0.5	-6	10	-6	-9
19	Cc1nnc(-c2ccccc2)c(=O)n1/N=C/c1c(O)ccc2ccccc12	55	20	14	4	-2	46	-1.0	2	74*	14	16
20	Cn1nc(C(=O)Nc2nc(-c3ccc(F)cc3)cs2)ccc1=O	6	12	0	10	4	-22	4.7	9	11	-3	3
21	C=C(C)C1CC=C(C)/C(=N/NC(=O)COc2ccccc2Cl)C1 (stereo not given)	-7	-6	2	33*	-6	-32	-0.7	3	9	-15	-1
22	CC1CCCCN1S(=O)(=O)c1ccc(S(=O)(=O)NCCc2ccncc2)cc1 (stereo not given)	3	0	3	4	5	12	-2.3	15	19	-15	-1
23	O=c1[nH]c2ccccc2n2cnnc12	-2	-20	-6	16	-4	-15	3.0	-17	15	-7	·
24	COc1ccccc1NC(CC(=O)c1ccccc1)C(=O)OCC(=O)c1ccc(C)cc1 (stereo not given)	-107	-101	-31	2	-1	-37	-0.3	-13	-80	-8	5
25	CSC1=N/C(=C\c2ccc(F)cc2)C(=O)S1	-11	-6	-2	23	-5	-20	4.1	10	16	-1	-5
26	O=c1[nH]c(N/N=C/c2ccccc2)nc2ccccc12	-69	-107	-13	0	0	-56	-1.3	-53	-71	-9	1
27	CCn1c(C)nnc1SCC(=O)Nc1ccc(C(C)=O)cc1	-33	-10	-1	-5	0	8	-2.8	-7	-52	10	8
28	CC(=O)N1CCc2cc([N+](=O)[O-])ccc21	6	-7	0	8	-3	-29	1.3	2	-9	2	-19
29	Cn1c(=O)c2c(ncn2CC(=O)N(Cc2ccccc2)c2ccccn2)n(C)c1=O	6	2	7	-2	-2	14	-2.5	11	-4	-17	-6
30	CN(c1ccc(C(=O)NCc2ccccn2)cc1)S(C)(=O)=O	6	-2	-3	7	-7	-3	-1.8	-11	-2	3	-13
31	O=C(c1ccncc1)N1c2ccccc2Sc2ccccc21	-8	-21	2	11	4	14	-2.2	21	-4	5	4
32	COc1ccc(CN2CCNC(=O)C2CC(=O)NC2CCCCCC2)cc1C (stereo not given)	-14	-2	-1	2	-2	-17	-1.8	-1	9	-14	3
33	O=C1CCN(C(=O)CSc2ccc(Cl)cc2)N1	-6	-35	-3	15	-2	24	0.2	-7	1	-7	-4
34	Cc1ccc(CSc2nsc(C)c2C#N)cc1	-8	-21	-5	-1	-6	-6	0.6	-12	-37	1	3
35	Cc1ccc(S(=O)(=O)N[C@@H](Cc2ccccc2)C(=O)N2CCC(C(=O)N[C@@H](CCC(N)=O)C(=O)O)CC2)cc1	-1	-8	-19	1	-3	-12	-1.3	-19	8	6	-1
36	CCc1nc(C)ccc1OCC(=O)O	8	13	7	-4	8	-5	-0.8	2	-2	-2	-5
37	O=C(O)c1sccc1S(=O)(=O)c1ccccc1	-7	1	-2	11	-2	4	-0.8	-5	6	2	-28
38	COc1cc(C(=O)NCCCN2CCCC2=O)ccc1OCc1ccc(Cl)cc1Cl	-3	-10	15	6	5	-10	-0.2	1	13	2	-4
39	O=C(O)c1cccnc1SC1CC(=O)N(c2ccc(OC(F)F)cc2)C1=O (stereo not given)	-16	3	-4	17	-3	-22	0.2	0	5	-15	8
40	COc1ccc(-n2nc(C(=O)NCC(=O)NCCCN3CCCCCC3)c3ccccc3c2=O)cc1Cl	5	-21	0	-2	8	5	-1.5	1	1	-9	-8
41	COc1cccc(C(=O)Nc2ccc3ccccc3c2)c1	-117	-138	-4	1	0	9	-0.3	-7	-72	-1	-1
42	O=C(NCc1ccco1)C1CCCN(S(=O)(=O)c2ccccc2)C1 (stereo not given)	-5	9	2	4	-4	-19	0.4	1	2	5	-9
43	COc1cccc(NC(=O)COc2cccnc2[N+](=O)[O-])c1	-15	-37	-9	-10	6	-30	2.7	-4	-15	-48	3
44	O=c1c2c3c(sc2nc2n1CCC2)CCCC3	0	4	5	9	1	-2	-0.6	-10	-3	-8	-9
45	COc1ccc(C2(C)C(C#N)C(=O)NC(=O)C2C#N)cc1 (stereo not given)	2	14	6	3	0	15	0.9	-20	3	-4	-3
46	COC(C[C@@H](O)CC(=O)[C@H](C)OCc1ccccc1)OC	-12	-11	-2	7	-1	2	-1.3	-11	-5	-1	-1
47	CCc1ccc(-n2c(=O)c3ccccc3n3c(=S)[nH]nc23)cc1	-16	1	-1	12	-5	20	-1.0	-17	0	-7	8
48	CCOc1ccc(NC(=O)C2CCN(c3nnnn3-c3ccccc3)CC2)cc1	8	4	-1	-1	3	-26	0.1	2	3	4	2
49	CCN(C(=O)c1c(OC)cccc1OC)c1nnc(-c2cccnc2)s1	-15	-7	-5	-1	-1	-13	5.2	-2	-10	3	3
50	COc1ccc(NC2CCCN(C(=O)C3(C)CCCCC3)C2)cc1 (stereo not given)	1	10	-1	5	-4	-28	-0.3	15	19	-5	1
51	CCOC(=O)C1CCCN(CCC(=O)Nc2ccccc2C)C1 (stereo not given)	6	4	-3	0	-2	-31	-2.2	12	7	4	-1
52	CCCCn1nc2cc(C(=O)NCC34CC5CC(CC(C5)C3)C4)ccc2c1OCC	-27	11	-9	-2	0	5	-0.3	7	-27	-6	13
53	COc1cc(C(=S)N2CCCC2)ccc1OCC(N)=O	-9	9	5	-6	-6	13	-1.9	10	-3	0	12
